FLuc counter – qHTS profiling assay for firefly luciferase inhibitor/activator using purifed enzyme and Km concentrations of substrates (counterscreen for miR-21 project); actives 6.9% (n = 360,000); purified FLuc, Km substrates, luminescence inhibition; Potency, µM (highest dose often 57.5 µM), without a hit: at the top dose activity change, negative = inhibition, actives largely listed as inhibitors; AID 588342, 2011;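 further: potency means the concentration at half of the fitted maximal effect; plate controls were vehicle for no effect and reference inhibitor for full effect; nearly all actives have a fitted effect of over 55% in size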
Target sequence (P08659 whole entry, looked up): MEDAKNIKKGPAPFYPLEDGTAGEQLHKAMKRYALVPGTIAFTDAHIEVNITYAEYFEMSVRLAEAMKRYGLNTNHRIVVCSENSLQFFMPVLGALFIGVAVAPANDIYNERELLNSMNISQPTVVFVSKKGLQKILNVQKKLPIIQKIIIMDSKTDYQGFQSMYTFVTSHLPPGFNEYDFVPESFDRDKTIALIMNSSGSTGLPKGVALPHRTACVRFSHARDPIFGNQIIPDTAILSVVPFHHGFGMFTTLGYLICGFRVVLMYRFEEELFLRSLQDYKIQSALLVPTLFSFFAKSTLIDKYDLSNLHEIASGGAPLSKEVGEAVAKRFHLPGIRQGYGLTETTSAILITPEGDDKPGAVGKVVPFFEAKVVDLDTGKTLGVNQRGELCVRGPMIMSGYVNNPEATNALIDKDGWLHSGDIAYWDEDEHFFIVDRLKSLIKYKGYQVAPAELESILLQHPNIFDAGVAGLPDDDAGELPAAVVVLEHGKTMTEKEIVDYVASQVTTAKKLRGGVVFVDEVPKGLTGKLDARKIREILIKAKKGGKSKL
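Purified P. pyralis luciferase (10nM final) with 10uM D-luciferin and 10uM ATP (Km levels) in 50mM Tris acetate pH 7.5, 10mM Mg acetate, 0.01% Tween-20, 0.05% BSA; qHTS 6-point titration, ~60 µM downward; luminescence read.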
Tb PFK inh – qHTS Assay to Find Inhibitors of T. brucei phosphofructokinase | ATP-dependent 6-phosphofructokinase (Trypanosoma brucei brucei), O15648 | T. brucei PFK, ADP-Glo luminescence | Potency, µM (series often up to 57.5 µM), for inactives: at the highest dose activity, negative = inhibition, hits mostly inhibitors | actives 0.17% (n = 330,000) | AID 485367, 2010;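 further: potency means the concentration at half of the fitted maximal effect; 0% = uninhibited 1x PFK enzyme wells and -100% = no-enzyme wells; nearly all actives have a fitted effect of over 60% in size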
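Compounds were pin-transferred as a titration series up to 57 uM into substrate buffer (0.5 mM F6P, 0.1 mM ATP, pH 8.0), then 1.25 nM PFK was added and reactions ran 45 min before ADP-Glo detection.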
Rab9 prom act – qHTS Assay for Rab9 Promoter Activators. AID 485297, 2010. Potency, µM (titrated, usually from 9.22 µM), without a hit: top-dose activation, negative = inhibition, hits mostly activators. actives 2.8% (n = 320,000). Huh7 Rab9 promoter-luciferase reporter, luminescence, 24 h; further: potency means the concentration at half of the fitted maximal effect; % of control where 0% means no effect; nearly all actives have a fitted effect of over 60% in size
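Quantitative HTS format; Huh7 Rab9-luciferase reporter cells (1500/well) receive compound 2 h post-plating, incubate 24 h at 37 °C, then get luciferase reagent for 10 min before luminescence reading.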
NPC1 prom act – qHTS Assay for NPC1 Promoter Activators. Huh7 NPC1 promoter luciferase reporter, 24 h. Potency, µM (titrated, usually from 9.22 µM), without a hit: at the highest dose activation, most hits filed as activators. actives 2.4% (n = 320,000). AID 485313, 2010;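 further: potency means the concentration at half of the fitted maximal effect; % of control where 0% means no effect; nearly all actives have a fitted effect of over 60% in size; reporter is driven by a mutant NPC1 promoter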
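Stable NPC1-promoter luciferase Huh7 line; cpd (DMSO) 24 h, 37 °C, 5% CO2; Amplite luciferase reagent 10 min RT; luminescence readout. qHTS format.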
uPA surface inh – qHTS for Inhibitors of Cell Surface uPA Generation. actives 0.31% (n = 330,000). Potency, µM (series often up to 38.3 µM), for inactives: at the top dose activity change, negative = inhibition, most hits filed as inhibitors. AID 540303, 2011. cell surface uPA generation assay, qHTS; active means well fitted inhibition curve with a large enough effect; inconclusive means small, poorly fitted or top-dose-only effect; inactive means no such curve, though single readings can be large or run the other way; tested in mouse RAW 264.7 cells; further: potency means the concentration at half of the fitted maximal effect; on the % scale 0 is the no-effect control and ±100 the full control effect; nearly all actives have a fitted effect of over 55% in size
KCNH2 3.1 block – qHTS for Inhibitors of KCHN2 3.1: Mutant qHTS | U2OS KCNH2 3.1, thallium flux FluxOr; stronger effect = lower value | activity change, % (tested at about 1.8 µM) | actives 0.95% (n = 340,000);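 active means maximum activity change below -70%; inconclusive means maximum activity change from -70% to -50%; inactive means maximum activity change above -50%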;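 further: thallium influx rate constant from kinetic fluorescence after stimulation buffer; on the % scale 0 is the no-effect control and ±100 the full control effect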
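Virally transduced U2OS (3.1 isoform, 4 h infection in dark at RT) → overnight 37 C → FluxOr + Red40 in HBSS/HEPES, 45 min → stimulation buffer, 2 min kinetic read → rate constant vs DMSO controls.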
FBPA coupling cs – qHTS Assay for Inhibitors of Fructose-1,6-bisphosphate Aldolase from Giardia Lamblia: Coupling assay counterscreen; coupling enzyme system counterscreen, AmpLite Red fluorescence; activity change, negative = inhibition, % at 58.2 µM, hits read low; actives 0.67% (n = 290,000); AID 2472, 2010; in the data active means activity change below about -30%; further: on the % scale 0 is the no-effect control and ±100 the full control effect
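Counterscreen of the coupled detection system alone, without aldolase: glyceraldehyde-3-phosphate coupling enzymes plus AmpLite Red readout. Compounds at 57.5 uM final, 10 min RT preincubation, 20 min RT reaction, fluorescence 525/598 nm.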
ELG1 genotoxic – qHTS screen for small molecules that induce genotoxicity in human embryonic kidney (HEK293T) cells expressing luciferase-tagged ELG1 | AID 504466, 2011 | actives 1.3% (n = 330,000) | HEK293T ELG1-luciferase reporter, luminescence, 16 h | Potency, µM (titrated, usually from 46 µM), without a hit: at the highest dose activity change, positive = activation, most hits filed as activators; further: potency means the concentration at half of the fitted maximal effect; % of control where 0% means no effect; nearly all actives have a fitted effect of over 60% in size
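Step 1: seed 2,000 HEK293T ELG1-luciferase cells per well. Step 2: add compound or DMSO, incubate 16 hr at 37 °C. Step 3: ONE-Glo, 30 min at room temperature, read luminescence.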
RORgamma inh – qHTS for inhibitors of ROR gamma transcriptional activity | Nuclear receptor ROR-gamma (Mus musculus), P51450 | Potency, µM (titrated, usually from 53.6 µM), for the others: at the top dose activity change, negative = inhibition, most hits filed as inhibitors | Drosophila S2 Gal4-RORgamma UAS-luciferase reporter, 20 h | actives 5.4% (n = 310,000); further: potency means the concentration at half of the fitted maximal effect; on the % scale 0 is the no-effect control and ±100 the full control effect; nearly all actives have a fitted effect of over 60% in size
Target sequence (P51450 whole entry, looked up, the tested form may be a part): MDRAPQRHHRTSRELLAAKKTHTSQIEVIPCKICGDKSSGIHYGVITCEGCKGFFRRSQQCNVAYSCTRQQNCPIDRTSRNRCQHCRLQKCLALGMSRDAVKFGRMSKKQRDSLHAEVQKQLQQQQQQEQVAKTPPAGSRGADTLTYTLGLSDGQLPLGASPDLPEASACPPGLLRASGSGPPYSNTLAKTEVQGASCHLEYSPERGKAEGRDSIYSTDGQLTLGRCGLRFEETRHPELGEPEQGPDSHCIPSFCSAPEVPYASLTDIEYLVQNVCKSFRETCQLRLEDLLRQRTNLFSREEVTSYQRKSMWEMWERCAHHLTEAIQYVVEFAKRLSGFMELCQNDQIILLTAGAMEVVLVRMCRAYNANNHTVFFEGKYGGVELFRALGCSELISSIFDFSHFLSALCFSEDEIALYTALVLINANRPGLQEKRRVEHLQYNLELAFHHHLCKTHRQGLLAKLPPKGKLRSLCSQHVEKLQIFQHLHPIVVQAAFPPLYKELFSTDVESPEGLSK
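Luciferase reporter read in Schneider cells carrying Gal4-RORγ (mouse) and UAS-Photinus luciferase; cells given compound 1 h before 700 uM copper sulfate induction, then incubated 20 h at ambient temperature.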
Giardia killer – Small Molecules that selectively kill Giardia lamblia: qHTS | Giardia lamblia trophozoite viability | activity change, % at 7.66 µM, hits read low | actives 0.15% (n = 340,000); in the data active means activity change below about -80%; inconclusive means between about -30% and that limit;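 further: parasites exposed to compound for two days anaerobically before the ATP read; on the % scale 0 is the no-effect control and ±100 the full control effect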
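ATP-content bioluminescence gauges trophozoite survival. Cells (100/well) receive compound and incubate anaerobically for 48 hrs at 37 deg C; detection reagent follows for 15-30 min at room temperature.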
VP16 counter – VP16 counterscreen qHTS for inhibitors of ROR gamma transcriptional activity | Drosophila S2 Gal4-VP16 UAS-luciferase, luminescence, 20 h | Potency, µM (titrated, usually from 53.6 µM), for the others: at the highest dose activity, negative = inhibition, most hits filed as inhibitors | actives 3.5% (n = 310,000) | AID 2546, 2010;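 further: Gal4-VP16 expression switched on by copper sulfate through the metallothionein promoter; potency means the concentration at half of the fitted maximal effect; on the % scale 0 is the no-effect control and ±100 the full control effect; nearly all actives have a fitted effect of over 50% in size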
Starred values were filed as active, the others as inactive; ? = inconclusive; · = no result given; [ ] = remark or other dose. Unless noted, the call rests on the fitted dose curve; in most records, active means well fitted curve in the direction sought with a large enough effect; inconclusive means small, poorly fitted or top-dose-only effect, or another doubt; inactive means no such curve, though single readings can be large; an effect the other way counts as inactive or inconclusive.

SMILES	FLuc counter	Tb PFK inh	Rab9 prom act	NPC1 prom act	uPA surface inh	KCNH2 3.1 block	FBPA coupling cs	ELG1 genotoxic	RORgamma inh	Giardia killer	VP16 counter
Cc1nccn1CCCNC(=O)CC1C(=O)NCCN1Cc1ccc(F)cc1Cl (stereo not given)	0%	-1%	8%	0%	7%	-14	·	10%	-5%	2	-7%
COc1cc(NS(=O)(=O)c2ccc(NC(=O)c3ccc(F)cc3)cc2)ncn1	1%	4%	-1%	-5%	7%	-2	·	9%	9%	-8	-9%
CCOC(=O)CC1C(=O)NCCN1C(=O)COc1ccc(C(C)(C)C)cc1 (stereo not given)	2%	0%	-2%	-6%	2%	14	3	-5%	-24%	7	13%
O=C(Nc1ccc(-c2nc3cccnc3s2)cc1)c1cccnc1Cl	1.7µM*	7%	0.79µM*	0.32µM*	0%	31	0	0.82µM*	23%	-22	8%
CC(C)=CCCC(C)CN1CCC(n2nccc2NC(=O)C2CCCC2)CC1 (stereo not given)	3%	-20%	-3%	-6%	-1%	10	0	-10%	-33%	2	1%
O=C(O)CCSCCCN1C(=O)c2cccc3cccc(c23)C1=O	?	13%	-6%	-13%	10%	-3	18	-1%	8%	-6	-12%
CCCCC(=O)Nc1nnc(S(=O)(=O)N2CCCc3ccccc32)s1	4%	-1%	0%	-1%	-3%	-3	0	0%	31%	-3	-1%
COC(=O)CNC(=O)c1ccc(NS(=O)(=O)c2cc([N+](=O)[O-])ccc2Cl)cc1	1%	0%	0%	-5%	2%	29	2	0%	17%	-4	5%
N/C(=N\N=C/c1ccc(Br)cc1)N/N=C\c1ccc(Br)cc1	11µM*	6%	?	1%	-8%	?	1	2%	-27%	-3	-7%
Cc1ccc(S(=O)(=O)NC(N)=NCCc2ccccc2)cc1C	3%	-2%	4%	-5%	4%	-1	8	-2%	?	1	?
Cc1cc(Oc2ccc(=O)n(C)n2)nc(Oc2ccc(=O)[nH]n2)n1	8%	3%	7%	0%	3%	8	3	-1%	-33%	-9	2%
O=C(NC1CCCC1)c1cc(-c2ccccc2Cl)on1	5.4µM*	1%	2.5µM*	1.6µM*	1%	9	-4	?	-35%	-22	-8%

Only FLuc counter, RORgamma inh and VP16 counter, for some of the entries so far:
SMILES,FLuc counter,RORgamma inh,VP16 counter
O=C(Nc1ccc(-c2nc3cccnc3s2)cc1)c1cccnc1Cl,1.7µM*,23%,8%
Cc1nccn1CCCNC(=O)CC1C(=O)NCCN1Cc1ccc(F)cc1Cl (stereo not given),0%,-5%,-7%
COC(=O)CNC(=O)c1ccc(NS(=O)(=O)c2cc([N+](=O)[O-])ccc2Cl)cc1,1%,17%,5%

(next part)
SMILES	FLuc counter	Tb PFK inh	Rab9 prom act	NPC1 prom act	uPA surface inh	KCNH2 3.1 block	FBPA coupling cs	ELG1 genotoxic	RORgamma inh	Giardia killer	VP16 counter
Cn1ccnc1SCC(=O)Nc1cc(C(F)(F)F)ccc1N1CCOCC1	2%	1%	-5%	-2%	·	4	4	0%	-22%	-4	-1%
CC(C)CNC(=O)Cn1nc(C(F)(F)F)c2c1CCCC2	-3%	0%	-13%	-4%	2%	-2	3	-1%	-5%	2	-3%
O=S(=O)(c1ccccc1)N1CCN(C(=S)Nc2ccc(Br)cc2)CC1	-3%	-4%	-4%	-3%	2%	-3	·	-7%	-35%	15	-3%
CCOc1ccc(C(=O)C2CCN(CC(=O)Nc3ccccc3N3CCOCC3)CC2)cc1	2%	3%	-6%	-7%	9%	19	9	2%	4%	2	?
O=C(COC(=O)/C=C/c1ccccc1)Nc1cccnc1Cl	?	-18%	9%	5%	-1%	-5	·	0%	·	-3	·
CS(=O)(=O)c1ccccc1C(=O)N(CCC1=CCCCC1)c1c(N)n(Cc2ccccc2)c(=O)[nH]c1=O	2%	0%	1%	0%	-4%	5	·	-1%	·	-20	·
O=S(=O)(Nc1nc(CN2CCOCC2)nc2sc3c(c12)CCCC3)c1cc(F)ccc1F	-2%	-4%	-5%	-4%	1%	0	12	-3%	-18%	-5	-10%
Cn1nnc(NC(=O)C(c2ccccc2)c2ccccc2)n1	0%	0%	5%	9%	2%	12	-2	1%	-23%	-10	-3%
COc1ccc(S(=O)(=O)N2CCCC2C(=O)NCC(=O)Nc2cccc(Cl)c2C)cc1 (stereo not given)	3%	-6%	-2%	2%	-7%	-3	-5	-4%	?	-20	?
CCCCCCCCCCS(=O)(=O)N/N=C/c1ccc([N+](=O)[O-])cc1	-12%	-4%	0%	3%	·	-11	3	0%	?	-16	-19%
O=C(Nc1ccon1)c1ccc(Cl)c(S(=O)(=O)N2CCCCC2)c1	4%	2%	3%	4%	-5%	·	·	-11%	1.4µM*	7	2.2µM*
Cc1c(C(=O)NCCCN2CCCC2=O)oc2ccccc12	?	0%	22%	11%	·	-2	1	?	40%	-11	4%

Whole records, quoted from the list. Values in the order: FLuc counter, Tb PFK inh, Rab9 prom act, NPC1 prom act, uPA surface inh, KCNH2 3.1 block, FBPA coupling cs, ELG1 genotoxic, RORgamma inh, Giardia killer, VP16 counter
Profile of `O=C(Nc1ccon1)c1ccc(Cl)c(S(=O)(=O)N2CCCCC2)c1` : 4%, 2%, 3%, 4%, -5%, ·, ·, -11%, 1.4µM*, 7, 2.2µM*
Profile of `CS(=O)(=O)c1ccccc1C(=O)N(CCC1=CCCCC1)c1c(N)n(Cc2ccccc2)c(=O)[nH]c1=O` : 2%, 0%, 1%, 0%, -4%, 5, ·, -1%, ·, -20, ·

(listing goes on)
SMILES	FLuc counter	Tb PFK inh	Rab9 prom act	NPC1 prom act	uPA surface inh	KCNH2 3.1 block	FBPA coupling cs	ELG1 genotoxic	RORgamma inh	Giardia killer	VP16 counter
NC(=O)N(N)c1nc(N2CCCC2)nc(N2CCCC2)n1	-1%	-2%	-7%	-3%	-9%	4	·	-2%	·	-15	·
CCn1c(=NC(=O)CSC(C)=O)sc2ccccc21	-15%	-6%	-4%	3%	-5%	-30	2	-7%	-33%	21	-3%
CC(C)CNS(=O)(=O)c1ccc(CC(C)C)cc1	-10%	-2%	-4%	-4%	5%	11	0	-6%	17%	-9	-21%
COCCCNC(=S)N(CCO)Cc1cc2cc3c(cc2[nH]c1=O)OCO3	3%	3%	-1%	-4%	-8%	-4	-1	-3%	38%	-18	-11%
CCCCc1c(C)c(C#N)c2nc3ccccc3n2c1Nc1c(C)n(C)n(-c2ccccc2)c1=O	4%	1%	-5%	-4%	-4%	-11	·	-8%	43%	-17	0%
COCC(C)NC(=O)c1ccccc1[N+](=O)[O-] (stereo not given)	2%	1%	-2%	-1%	6%	-1	-2	-1%	12%	10	-1%
CCOC(=O)C1CCCN(CCc2ccccc2)C1 (stereo not given)	5%	-6%	10%	0%	6%	19	0	0%	-4%	28	-4%
CCC(C)(C)C1CCc2[nH]nc(C(=O)NC3CCCCC3)c2C1 (stereo not given)	-18%	-17%	?	?	4%	-9	·	11%	·	-29	·
COc1ccc(C(C)=O)cc1CSc1nnc(C)s1	0%	-3%	2%	1%	-4%	8	-1	8%	23%	2	4%
O=C(COc1ccc2ccc(=O)oc2c1)Nc1cccnc1	-10%	-2%	-5%	2%	7%	5	0	1%[9.26 µM]	4%	6	-4%
CCC(=O)OC1c2ccccc2C(=O)N1Cc1ccccc1 (stereo not given)	0%	1%	-5%	1%	-1%	-7	3	4%	4%	-1	-6%
COC(=O)C1=C(Nc2ccccc2NC(=O)c2ccccc2C(=O)O)CSC1	?	1%	3%	-3%	?	-7	-5	?	?	-9	?
CCOC(=O)N1CCC(N2C(=O)c3ccccc3C2Nc2ccc(S(=O)(=O)N(CC)CC)cc2)CC1 (stereo not given)	-3%	6%	-1%	1%	2%	-2	3	-5%	29%	11	-1%
CC(=O)N1CCN(C(=O)c2ccc(C)c(S(=O)(=O)N3CCCCC3)c2)CC1	·	-1%	·	·	5%	2	·	0%	·	-3	·
